DAX1 inh-1 – DAX1 (NR0B1) inhibition, primary screen; HEK293T StAR-luciferase reporter, SF-1/DAX-1 repression relief; inhibition, % at 6.8 µM; 370,000 compounds, 1.1% hits; AID 652010;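 active = inhibition above the mean over all tested compounds plus 3 SD, cut at about 3.6% in these data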;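 note: 0% = DAX-1 cells with DMSO and 100% = cells lacking DAX-1 with DMSO; higher inhibition means more luminescence from relief of DAX-1 repression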
SMARCA2 activ – SMARCA2 function activation, primary screen | MG213 cells, MMTV-luciferase reporter, dexamethasone, overnight | activation, % at 9.1 µM | 370,000 compounds, 1% hits; in the data active = activation above about 7.8%;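 note: 0% = vehicle wells and 100% = reference activator wells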
hgDAF-12 ag – agonists of H. glycines DAF-12 nuclear receptor. 370,000 compounds, 1.8% hits. HEK293 GAL4-hgDAF12 UAS-luciferase reporter, agonist luminescence; normalized to butyrate control. AID 687014. activation, % at 6.8 µM;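 active = activation above a cutoff set at the mean of all screened compounds plus 3 SD, cut at about 10% in these data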;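 note: 0% = DMSO wells and 100% = sodium butyrate wells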
hcDAF-12 act – activators of H. contortus DAF-12 nuclear receptor | HEK293 hcDAF-12 lit1-tk-luc reporter, luminescence; 0% DMSO, 100% Δ7-dafachronic acid | activation, % at 6.8 µM | 370,000 compounds, 1.4% hits | AID 652067;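 active = activation above the mean of all tested compounds plus 3 SD, cut at about 5.5% in these data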;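 note: 100% = response to 3 µM Δ7-dafachronic acid high control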
DAX1 inh-2 – inhibitors of human orphan nuclear receptor DAX1 (NR0B1) | P51843 | HEK293 Gal4-DAX1 luciferase reporter, luminescence | inhibition, % at 6.75 µM | 340,000 compounds, 0.99% hits | AID 504766;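 active = inhibition above the mean over all tested compounds plus 3 SD, cut at about 4.2% in these data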;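 note: 0% = DAX1-transfected cells with DMSO and 100% = empty-vector control cells with DMSO; inhibition shows as a rise in luminescence from relieved DAX1 repression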
GAA850 FXN act – activators of GAA850 frataxin (FXN) promoter. HEK293 lucGAA850 FXN promoter luciferase reporter, 24 h; percent of 10 µM SAHA response. activation, % at 6 µM. 360,000 compounds, 0.56% hits. AID 540364;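 active = activation above the average of all compounds screened plus 3 SD, cutoff fixed separately per campaign, cut at about 7.5% in these data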;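 note: 0% = DMSO wells and 100% = 10 µM SAHA wells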
sPLA2-III inh – Blocks human group III sPLA2 activity | Q9NZ20 | QFRET BODIPY PC-A2 liposome hydrolysis, fluorescence | inhibition, % at 12.2 µM | 370,000 compounds, 0.56% hits | AID 743126;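 active = inhibition above mean plus 3 SD of compounds lying within the high and low control bounds, cut at about 19% in these data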;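 note: 0% = median of test compound wells and 100% = no enzyme DMSO wells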
Target sequence (Q9NZ20 whole entry, looked up): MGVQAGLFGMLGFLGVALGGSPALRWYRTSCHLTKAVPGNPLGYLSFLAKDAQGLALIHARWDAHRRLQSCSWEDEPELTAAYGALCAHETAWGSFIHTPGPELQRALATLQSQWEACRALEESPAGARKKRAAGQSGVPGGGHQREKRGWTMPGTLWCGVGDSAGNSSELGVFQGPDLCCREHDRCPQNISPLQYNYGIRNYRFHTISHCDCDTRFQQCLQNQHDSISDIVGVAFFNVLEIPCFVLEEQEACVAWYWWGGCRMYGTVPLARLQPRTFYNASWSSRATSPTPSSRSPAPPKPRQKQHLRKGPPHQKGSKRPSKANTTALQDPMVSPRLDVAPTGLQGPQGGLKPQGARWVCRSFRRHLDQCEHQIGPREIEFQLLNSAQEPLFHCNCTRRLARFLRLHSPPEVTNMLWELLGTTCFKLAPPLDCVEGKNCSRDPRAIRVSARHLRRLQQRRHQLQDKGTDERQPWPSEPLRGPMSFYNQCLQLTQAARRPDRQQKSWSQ
ADAM10 inh – inhibitors of human ADAM10. O14672. recombinant ADAM10, EDANS/DABCYL FRET peptide cleavage, 3 h. inhibition, % at 7 µM. 370,000 compounds, 0.62% hits;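 active = inhibition above a per-campaign cutoff equal to the mean of compounds falling between control-based bounds plus 3 SD, cut at about 20% in these data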;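 note: 0% = DMSO wells while the 100% control is not disclosed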
Target sequence (O14672 214-748 limits assumed): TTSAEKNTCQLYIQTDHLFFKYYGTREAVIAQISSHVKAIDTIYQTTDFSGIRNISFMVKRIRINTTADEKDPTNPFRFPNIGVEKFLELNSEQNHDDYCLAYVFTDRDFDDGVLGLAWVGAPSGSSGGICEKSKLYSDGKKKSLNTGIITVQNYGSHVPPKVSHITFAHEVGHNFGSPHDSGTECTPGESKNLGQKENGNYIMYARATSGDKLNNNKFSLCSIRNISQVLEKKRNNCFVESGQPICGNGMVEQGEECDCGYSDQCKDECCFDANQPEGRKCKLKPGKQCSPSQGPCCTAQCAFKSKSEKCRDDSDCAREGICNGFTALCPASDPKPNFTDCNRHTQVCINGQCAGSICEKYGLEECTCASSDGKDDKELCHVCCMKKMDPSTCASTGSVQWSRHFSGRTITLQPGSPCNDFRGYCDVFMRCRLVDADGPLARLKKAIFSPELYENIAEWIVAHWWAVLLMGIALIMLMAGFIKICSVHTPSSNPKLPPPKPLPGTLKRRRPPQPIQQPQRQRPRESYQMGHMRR
GC-B act – GC-B (human) receptor activation; HEK293-GC-B cells, CNP EC30, cGMP TR-FRET; 0% at EC30 CNP, 100% saturating CNP; P20594; 370,000 compounds, 0.11% hits; activation, % at 10 µM;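 active = activation at 10 µM reaching about 35% in either raw or pattern-adjusted values, limit read from the data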
ssDAF12 agonist – S. stercoralis DAF-12 activation, primary screen; HEK293 ssDAF-12/GRIP1 lit1-tk-luc reporter, luminescence; % of 3 µM dafachronic acid response; 370,000 compounds, 1% hits; activation, % at 6.8 µM; AID 652126;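 active = activation above the mean over all tested compounds plus 3 SD, cut at about 0.9% in these data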;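 note: 0% = DMSO-only wells and 100% = 3 µM delta7-dafachronic acid wells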
NPR1 activator – GC-A (human) enzyme activation | P16066 | HEK293 GC-A cells, cGMP TR-FRET, EC30 ANP; 0% at EC30 ANP, 100% saturating ANP | 370,000 compounds, 0.14% hits | activation, % at 10 µM; in the data active = activation above about 40%
Numbers without * were called inactive; i = inactive; · = no result given. Compounds were not picked by outcome; about 6.6% have a hit in one of these screens.

# | Molecule | GC-B act | DAX1 inh-2 | hgDAF-12 ag | SMARCA2 activ | hcDAF-12 act | ssDAF12 agonist | NPR1 activator | sPLA2-III inh | GAA850 FXN act | DAX1 inh-1 | ADAM10 inh
1 | O=C(c1nn2cccnc2c1Cl)N1CCN(c2ccccc2)CC1 | 1 | 0.0 | 0.6 | 0 | -0.9 | -0.9 | 1 | 3 | 1.6 | 0.4 | 7
2 | COc1cc(C2CC(=O)Oc3cc(OC)c(OC)c(OC)c32)cc(OC)c1OC (stereo unspecified) | -6 | 0.7 | -0.4 | -6 | 0.8 | -0.9 | 0 | 7 | 0.8 | 0.2 | -8
3 | CCCn1c(SCC(=O)NCCc2ccc(OC)c(OC)c2)nc2c1c(=O)n(C)c(=O)n2C | -7 | 0.1 | 7.7 | -3 | 2.9 | -0.5 | 2 | 4 | 0.8 | -0.4 | 0
4 | O=C(COC(=O)c1cnccn1)c1ccc(C2CCCCC2)cc1 | 2 | -0.3 | 0.5 | -1 | 0.4 | -1.1 | 1 | 1 | 2.9 | 0.1 | 1
5 | Cc1cccc(-n2c(O)c(/C=N/NC(=O)c3ccccc3Cl)c3ccccc3c2=O)n1 | -2 | 2.2 | -1.3 | 0 | 2.2 | -0.4 | -1 | 7 | 0.3 | -0.5 | i
6 | CCCC(=O)NC(NC(=S)Nc1c(C)n(C)n(-c2ccccc2)c1=O)C(Cl)(Cl)Cl (stereo unspecified) | -1 | -0.1 | 0.1 | -2 | -0.6 | -1.5 | 2 | 8 | -1.9 | 0.0 | -8
7 | CC(C)n1c(=O)c2ccccc2n1Cc1cn(-c2ccccc2)nn1 | -6 | · | -0.9 | -5 | -1.1 | -0.6 | 0 | 12 | · | 0.3 | -338
8 | CCN1C(c2ccc(F)cc2)=CS/C1=C(\C#N)c1nnc2n1-c1ccccc1SC2 | -8 | 0.0 | -3.0 | -3 | -0.5 | -1.8 | -7 | 0 | 1.4 | -0.6 | 12
9 | CC1CCCCN1C(=O)Cn1c(=O)n(-c2ccc(F)cc2)c(=O)c2sccc21 (stereo unspecified) | 3 | 2.7 | 3.9 | -3 | -0.4 | -1.6 | -2 | 11 | 1.1 | -0.2 | -4
10 | COc1ccc(F)cc1S(=O)(=O)NCCCn1ccnc1 | 4 | 1.0 | -2.5 | -3 | -0.6 | -0.6 | 5 | 10 | 1.4 | -0.2 | -1
11 | CCOC(=O)c1ccc(NCc2nc3ccccc3n2C)cc1 | 6 | 1.7 | 10 | 4 | 4.4 | 0.9* | -1 | -7 | 4.4 | 1.9 | 4
12 | Cc1nc(C)c(-c2csc(Nc3ccc(Cl)cn3)n2)s1 | 0 | -2.5 | 4.1 | -8 | 0.4 | -1.1 | -3 | 16 | 0.2 | -3.5 | -15

The last three records of the section above open the next one:
# | Molecule | GC-B act | DAX1 inh-2 | hgDAF-12 ag | SMARCA2 activ | hcDAF-12 act | ssDAF12 agonist | NPR1 activator | sPLA2-III inh | GAA850 FXN act | DAX1 inh-1 | ADAM10 inh
10 | COc1ccc(F)cc1S(=O)(=O)NCCCn1ccnc1 | 4 | 1.0 | -2.5 | -3 | -0.6 | -0.6 | 5 | 10 | 1.4 | -0.2 | -1
11 | CCOC(=O)c1ccc(NCc2nc3ccccc3n2C)cc1 | 6 | 1.7 | 10 | 4 | 4.4 | 0.9* | -1 | -7 | 4.4 | 1.9 | 4
12 | Cc1nc(C)c(-c2csc(Nc3ccc(Cl)cn3)n2)s1 | 0 | -2.5 | 4.1 | -8 | 0.4 | -1.1 | -3 | 16 | 0.2 | -3.5 | -15
13 | CCC1C(=O)C[C@H]2CCN3C(=O)CCCC1C23 (stereo partly specified) | -3 | 0.7 | 0.6 | -4 | 0.3 | -1.2 | 2 | 13 | 1.0 | 1.8 | -13
14 | CC1CCN(S(=O)(=O)c2cn(CC(=O)Nc3ccc(OC(F)(F)F)cc3)cn2)CC1 | -2 | -0.3 | 0.6 | -1 | -0.3 | -1.2 | -3 | -2 | -0.9 | -0.2 | -5
15 | Cn1c(N)c(C(=O)COC(=O)C2CC(O)CN2S(=O)(=O)c2ccc(Cl)cc2)c(=O)n(C)c1=O (stereo unspecified) | 6 | -0.1 | -2.2 | 3 | 0.1 | -1.7 | 5 | 2 | 2.7 | 0.0 | 1
16 | O=C(NCc1nc2ccccc2[nH]1)c1ccco1 | 3 | 0.2 | 2.0 | 0 | -0.4 | -0.7 | 0 | 13 | 1.8 | 0.4 | -5
17 | CCOC(=O)C1CCCN(S(=O)(=O)c2ccc3c4c(cccc24)C(=O)N3CC)C1 (stereo unspecified) | 7 | -1.2 | -0.6 | -6 | -1.5 | -1.8 | 5 | 1 | -2.1 | -3.9 | i
18 | COc1ccc(N(C)S(=O)(=O)c2cccc(C(=O)NCC(c3cccs3)N(C)C)c2)cc1 (stereo unspecified) | -2 | -1.0 | 1.2 | -1 | 2.1 | -0.4 | -2 | -5 | -0.8 | -2.1 | -5
19 | C=C(C)CN1CCN(S(=O)(=O)c2ccc(C)c(N(C)S(=O)(=O)c3ccc(C)cc3)c2C)CC1 | 3 | -1.5 | -2.1 | -6 | -3.4 | -1.8 | -2 | -3 | 3.6 | -1.4 | 6
20 | Cc1ccc(N2C(=O)C3C(c4ccccc4)(C2=O)C3(c2ccccc2)c2ccccc2)cc1 (stereo unspecified) | 5 | -4.8 | -1.1 | -3 | -1.3 | -1.7 | -1 | -15 | -2.4 | -0.7 | 8
21 | CC1=C(C(=O)N(C)C)CC(CC(=O)NCCCN(C)C)C(=O)N1Cc1ccc(C(C)(C)C)cc1 (stereo unspecified) | -1 | 0.9 | -0.8 | -3 | 2.2 | 0.0 | 2 | 6 | 0.0 | 1.0 | -15
22 | CC1Cc2ccccc2N1C(=O)COC(=O)c1c2c(nc3ccccc13)CCCCC2 (stereo unspecified) | 8 | -3.6 | -0.4 | -3 | -6.2 | -2.2 | 4 | -12 | -3.1 | -2.1 | 9
23 | COc1ccc(Cl)cc1NC(=O)NCc1cccnc1 | -3 | -0.5 | 0.0 | -1 | 0.1 | -1.3 | 0 | 3 | 2.6 | 1.5 | -2
24 | O=C(OCC#CCSc1nnc(-c2ccccc2)o1)c1ccco1 | 7 | -0.2 | 2.8 | -3 | -1.2 | -0.7 | 3 | -7 | 3.4 | -0.2 | 8
25 | CCN(CC(=O)Nc1ccc(NC(C)=O)cc1)C(=O)/C=C/c1ccco1 | 0 | 1.1 | 1.1 | 0 | -0.9 | -0.8 | 1 | 7 | -0.4 | -0.4 | -6
26 | CN(C)CCCN(C(=O)c1cccs1)c1nc(-c2ccccc2)cs1 | -4 | -0.9 | 1.2 | -1 | 1.0 | -1.7 | -5 | -9 | 2.0 | 1.4 | 7
27 | O=C(N[C@@H]1CCC(=O)N(CC[C@H](Oc2ccccc2)c2ccccc2)CC1)OCc1ccccc1 | -1 | 1.0 | -1.9 | 0 | -0.9 | -0.9 | -1 | -10 | -2.0 | 0.0 | 20*
28 | Cc1ccc(N2CC(C(=O)Nc3ccc(S(=O)(=O)N4CCCC4)cc3)CC2=O)cc1C (stereo unspecified) | -1 | -0.3 | 0.0 | -1 | -1.6 | -0.8 | 8 | -6 | -1.8 | 0.2 | 0
29 | O=[n+]1c2c(n([O-])c3c1CCCC3)CCCCC2 | 5 | 0.7 | -0.5 | -1 | -0.1 | -1.1 | 2 | 1 | -0.7 | 0.4 | 12
30 | CN(C(=O)/C=C/c1ccc([N+](=O)[O-])s1)c1ccccc1 | -4 | -3.2 | -5.8 | 0 | -2.7 | -1.5 | -5 | -2 | 3.1 | -2.0 | 1
31 | Cc1nn(-c2ccccc2)c(C)c1/C=N\NS(=O)(=O)c1ccc(Cl)cc1 | 1 | -0.4 | 1.8 | 1 | -0.6 | -0.9 | -2 | -3 | -0.3 | -0.2 | 6
32 | Cc1cc2c(ccc3c2no[n+]3[O-])nn1 | -4 | -1.0 | -0.4 | 0 | -0.3 | -0.8 | 6 | 0 | 2.7 | 0.1 | -3
33 | O=C(Nc1ccccc1F)N1CCc2ccccc2C1 | 0 | 1.6 | 7.3 | 10* | 3.0 | 0.0 | 2 | -4 | 3.0 | 6.4* | 4
34 | COc1cccc2cc(C(=O)Nc3ccccc3C(=O)N3CCOCC3)oc12 | 0 | 0.0 | 0.5 | -2 | -0.8 | -0.9 | 0 | 2 | -0.1 | -0.3 | -3
35 | Cc1cccc(CCNS(=O)(=O)c2ccc3c(c2)oc(=O)n3C)c1 | 2 | -0.1 | -1.0 | 5 | -0.2 | -0.9 | 1 | -6 | 2.8 | 0.0 | 4
36 | COc1ccc(S(=O)(=O)N2CCCCCC2)cc1NC(=O)Cc1cccc(C(F)(F)F)c1 | 3 | 0.2 | -2.8 | -3 | -1.4 | -1.7 | -1 | -17 | 0.9 | -1.5 | 7
37 | CC(=O)N1CCOc2ccc(S(=O)(=O)N3CCC(C(=O)Nc4ccc(C)cc4)CC3)cc21 | -1 | 0.2 | -1.8 | 3 | -2.6 | -0.8 | -6 | -8 | 1.2 | -0.9 | 7
38 | COc1ccccc1N1CCN(C(=O)C(=O)c2cn(CC(=O)N3CCOCC3)c3ccccc23)CC1 | -3 | 1.0 | 1.0 | 0 | 3.0 | -1.5 | 3 | -8 | 4.2 | 1.1 | 0
39 | COc1ccc(S(=O)(=O)N2CCOCC2)cc1NC(=O)CCc1nc2ccccc2c(=O)[nH]1 | 0 | 1.3 | 2.5 | 1 | 0.5 | -1.0 | 1 | -9 | 1.8 | -1.0 | -11
40 | CN(C)c1ccc(NC(=O)c2cn(-c3ccccc3)nc2-c2cccs2)cc1 | -1 | -0.6 | 2.2 | 4 | -1.2 | -1.4 | 0 | 14 | 0.8 | -0.7 | 28*
41 | CC1CCCC(C)N1C(=O)COC(=O)CSc1ccc([N+](=O)[O-])cc1 (stereo unspecified) | -6 | 0.2 | 0.3 | -3 | 4.9 | -0.5 | 3 | -4 | 0.2 | -1.0 | 3
42 | CCOC(=O)C(C(=O)OCC)C1OC(=O)c2cc3c(cc21)C(=O)OC3C(C(=O)OCC)C(=O)OCC (stereo unspecified) | 2 | -0.8 | -1.0 | 2 | -0.8 | -1.2 | 0 | -1 | 3.7 | -0.3 | -5
43 | [N-]=[N+]=NC[C@H](Cc1ccccc1)N1CC[C@@H](OCc2ccccc2)CCC1=O | -5 | -0.7 | 0.9 | 3 | -1.0 | -0.8 | -3 | 1 | 0.9 | -0.6 | 6
44 | CC(C)(C)c1nc(NCCN2CCOCC2)c2nnn(Cc3ccccc3Cl)c2n1 | 0 | 3.2 | -0.3 | -6 | -1.2 | -1.2 | -10 | -4 | 0.8 | -0.2 | 13

Marked active in DAX1 inh-1, among the entries above:
| No. | compound | GC-B act | DAX1 inh-2 | SMARCA2 activ | hcDAF-12 act | ssDAF12 agonist | NPR1 activator | sPLA2-III inh | DAX1 inh-1 | ADAM10 inh |
| --- | --- | --- | --- | --- | --- | --- | --- | --- | --- | --- |
| 33 | O=C(Nc1ccccc1F)N1CCc2ccccc2C1 | 0 | 1.6 | 10* | 3.0 | 0.0 | 2 | -4 | 6.4* | 4 |
